HKDC1 inhibitor: blocks human hexokinase HKDC1 activity; Q2TB90; recombinant HKDC1, G6PDH/diaphorase resazurin coupled fluorescence; inhibition, % at 20 µM; 340,000 tested, 0.16% active; AID 493160;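 active means inhibition above about 35% when tested at 20 µM, limit read from the data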;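 further: plate controls were DMSO wells with enzyme for no effect and DMSO wells lacking enzyme for full effect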
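Material – in-house recombinant HK5 (HKDC1) enzyme · Quantity – HKDC1 at 5 µg/mL · Buffer or medium – pH 8.0 Tris buffer with 10 mM MgCl2 · Reagent – glucose with 1 mM ATP · Dosing – single 20 µM dose · Times – reaction time 90 min, room temperature, protected from light · Technique – resorufin fluorescence at 613 nm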
SENP7 inh: blocks the human protease SENP7 | Q9BQF6 | recombinant SENP7, Z-RLRGG-aminoluciferin luminescence, 40 min | inhibition, % at 5 µM | 330,000 tested, 1.5% active;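 active means inhibition above about 50% at the single test dose, limit read from the data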;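 further: plate controls were DMSO with enzyme for no effect and no enzyme buffer wells for full effect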
Target sequence (Q9BQF6 706-1050 limits assumed): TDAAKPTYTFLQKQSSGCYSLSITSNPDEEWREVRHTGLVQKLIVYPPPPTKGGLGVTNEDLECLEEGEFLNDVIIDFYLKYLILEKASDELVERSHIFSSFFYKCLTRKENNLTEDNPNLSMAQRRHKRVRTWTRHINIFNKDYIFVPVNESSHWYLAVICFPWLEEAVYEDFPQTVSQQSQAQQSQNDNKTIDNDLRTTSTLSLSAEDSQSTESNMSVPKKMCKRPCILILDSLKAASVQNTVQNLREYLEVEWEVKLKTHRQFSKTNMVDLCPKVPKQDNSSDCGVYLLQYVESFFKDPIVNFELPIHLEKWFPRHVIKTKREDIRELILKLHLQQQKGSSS
SENP1 FRET inh: blocks the human SENP1 SUMO protease catalytic domain | Q9P0U3 | recombinant SENP1 catalytic domain, CyPet-SUMO1-YPet FRET cleavage | inhibition, % at 10 µM | 360,000 tested, 0.21% active;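 active means inhibition at least 30% at 10 µM, raw YFP signal under a set limit, fluorescence ratio 0.5 to 1.5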;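 further: 0% = enzyme with DMSO and 100% = no enzyme wells; some results filed as inactive read as strong as hits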
Target sequence (Q9P0U3 419-644 limits assumed): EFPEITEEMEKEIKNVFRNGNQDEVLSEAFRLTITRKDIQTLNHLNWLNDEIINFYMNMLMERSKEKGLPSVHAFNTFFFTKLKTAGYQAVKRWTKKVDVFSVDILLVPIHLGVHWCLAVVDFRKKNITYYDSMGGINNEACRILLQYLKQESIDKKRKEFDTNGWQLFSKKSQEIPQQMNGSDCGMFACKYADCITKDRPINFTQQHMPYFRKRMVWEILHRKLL
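Test system: recombinant human SENP1 catalytic domain, His6-tagged / Medium: pH 8 Tris buffer with EDTA, NaCl, BME, BSA, NP40, catalase / Also added: SUMO1 FRET substrate flanked by Cypet and Ypet, 25 nM / Times: 50 min reaction at room temperature / Signal: FRET, CFP and YFP emission / Control set: no-enzyme low control and enzyme-plus-DMSO high control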
PfGluPho inh: PfG6PD (Plasmodium falciparum) enzyme inhibition | PfGluPho enzyme, NADPH resazurin-diaphorase fluorescence | inhibition, % at 20 µM | 350,000 tested, 0.78% active | AID 504690;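 active means inhibition reaching at least a set limit at 20 µM in the primary screen, cut at about 59% in these data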;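 further: 0% = DMSO wells with substrate and 100% = DMSO wells lacking glucose-6-phosphate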
SENP8 block-1: SENP8 protease inhibition | purified SENP8, Z-RLRGG-aminoluciferin cleavage, luminescence | inhibition, % at 10 µM | 330,000 tested, 1.2% active | AID 2540; in the data active means inhibition above about 50%
SENP6 inh: blocks the human protease SENP6; Q9GZR1; Recombinant SENP6 catalytic domain, aminoluciferin luminescence; inhibition, % at 10 µM; 330,000 tested, 1.8% active;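 active means inhibition above about 50% at the single tested dose, limit read from the data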;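 further: plate controls were DMSO wells with enzyme for no effect and DMSO wells lacking enzyme for full effect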
Target sequence (Q9GZR1 628-1112 limits assumed): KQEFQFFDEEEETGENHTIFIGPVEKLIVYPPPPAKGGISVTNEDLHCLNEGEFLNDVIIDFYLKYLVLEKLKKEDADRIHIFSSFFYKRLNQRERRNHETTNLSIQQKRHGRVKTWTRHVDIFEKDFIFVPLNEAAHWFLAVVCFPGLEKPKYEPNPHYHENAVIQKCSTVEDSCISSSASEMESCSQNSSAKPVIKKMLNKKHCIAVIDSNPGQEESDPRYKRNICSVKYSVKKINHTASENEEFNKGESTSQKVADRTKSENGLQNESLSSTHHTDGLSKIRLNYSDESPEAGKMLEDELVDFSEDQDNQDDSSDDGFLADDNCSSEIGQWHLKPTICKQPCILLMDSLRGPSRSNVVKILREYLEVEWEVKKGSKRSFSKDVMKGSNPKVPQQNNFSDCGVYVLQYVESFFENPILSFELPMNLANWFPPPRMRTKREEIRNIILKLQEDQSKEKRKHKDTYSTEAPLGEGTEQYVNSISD
Apaf1 inhib: human Apaf-1 inhibition. reconstituted apoptosome caspase-3 activity, DEVD-Rh110 fluorescence. O14727. 330,000 tested, 0.71% active. inhibition, % at 20 µM; active means inhibition of at least 40% at 20 µM;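 further: plate controls were DMSO wells for no effect and DEVD-CHO caspase inhibitor wells for full effect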
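Material: reconstituted apoptosome with Apaf-1, cytochrome c, caspase-9, procaspase-3, dATP; medium: pH 7.5 Hepes buffer with CHAPS, BSA, DTT; also added: cytochrome c and DEVD-Rh110 substrate; timing: 30 min plus 50 min, RT; signal: Rh110 fluorescence intensity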
SENP8 block-2: SENP8 (human) protease inhibition | Q96LD8 | recombinant SENP8, Nedd8 substrate fluorescence | inhibition, % at 20 µM | 360,000 tested, 0.64% active | AID 602440; in the data active means inhibition mostly above about 40%, no sharp cut-off; inactive means mostly below about 27%
Starred values were filed as active, the others as inactive; . = no result given. No enrichment for hits, and some 3.6% of all compounds hit somewhere here.

(1) Cc1nc(N/C(N)=N/S(=O)(=O)c2ccccc2)nc2ccccc12
(2) COc1cc(CCC(=O)OCC(=O)Nc2nc(C)c(Cl)cc2Cl)cc(OC)c1OC
(3) COc1cccc(-n2ccnc2SCC(=O)Nc2cc(OC)ccc2OC)c1
(4) O=[N+]([O-])c1cccnc1NCc1cccs1
(5) CCSc1nc(O)cc(=O)n1CC
(6) COC(=O)CCCC(=O)N1CCCC(CNS(=O)(=O)c2ccc(OC)cc2)C1 (stereo unspecified)
(7) CCN1CCN(Cc2cccc(Oc3ccccc3)c2)CC1
(8) COc1ccc(OCCN2C(=O)NC3(CCc4ccccc4C3)C2=O)cc1 (stereo unspecified)
compound no.	1	2	3	4	5	6	7	8
HKDC1 inhibitor	-5	-6	-4	-2	-2	-14	-6	-10
SENP7 inh	-10	-2	10	10	-7	2	1	1
SENP1 FRET inh	-5	-2	1	-4	2	3	4	3
PfGluPho inh	-2	-7	-16	39	0	3	-2	7
SENP8 block-1	-10	0	8	-12	-7	-1	0	8
SENP6 inh	-27	-26	0	-23	-5	-8	-5	-5
Apaf1 inhib	9	-22	6	-4	6	-8	-25	5
SENP8 block-2	-33	3	23	23	14	4	12	24

(9) COc1ccc(CN(C)C(=O)C2CCN(C(=O)Nc3ccccc3)CC2)cc1
(10) CCOC(=O)C1=C(c2ccccc2)Nc2ncnn2C1c1cc(OC)ccc1OC (stereo unspecified)
(11) COc1cccc(-c2n[nH]c(=S)n2Cc2ccco2)c1OC
(12) CCc1cc(C(=O)NCC(c2cccs2)N2CCOCC2)sc1C (stereo unspecified)
(13) Cc1cc(C(=O)NCc2ccccc2Br)no1
(14) COc1ccc(-c2cc(=O)oc3cc4occ(C)c4cc23)cc1
(15) COc1ccccc1NS(=O)(=O)c1ccc(Cl)c(NC(=O)C(C)N2C(=O)c3ccccc3C2=O)c1 (stereo unspecified)
(16) COc1ccc(C(=O)C2CCCN(C(=O)C3CCOCC3)C2)cc1OC (stereo unspecified)
compound no.	9	10	11	12	13	14	15	16
HKDC1 inhibitor	-4	-10	-8	-6	-8	11	-5	3
SENP7 inh	-11	7	8	-2	-1	7	6	-2
SENP1 FRET inh	1	0	0	1	0	-24	3	2
PfGluPho inh	-1	-12	26	-11	-1	-14	6	-21
SENP8 block-1	-8	-1	5	-2	-3	-2	-3	-2
SENP6 inh	-9	-7	-13	-9	-1	6	0	9
Apaf1 inhib	6	4	-1	8	-12	12	17	-10
SENP8 block-2	8	10	2	9	12	-44	13	2

(17) CC1CCN(S(=O)(=O)c2cccc(C(=O)Nc3ccccc3)c2)CC1
(18) Cc1cccc(/C(N)=N/OC(=O)CCc2ccccc2)c1
(19) C=CCn1c(C)cc(C(=O)COc2nncc3ccccc23)c1C
(20) Cc1cccc(NC(=O)CS(=O)CC(=O)Nc2cnc3ccccc3c2)c1C (stereo unspecified)
(21) O=C(O)C/C=C(\NC(=O)OCc1ccccc1)C(=O)OCc1ccccc1
(22) O=S(=O)(c1ccc(Cl)cc1)N1CCN(C(=S)Nc2ccccc2F)CC1
(23) O=C(O)c1cnc(-c2ccccc2)nc1Sc1ccc(Cl)cc1Cl
(24) COc1ccc(-n2c(SCc3cccnc3)nc3c(c2=O)SCC3)cc1OC
compound no.	17	18	19	20	21	22	23	24
HKDC1 inhibitor	-4	-8	1	-5	-6	4	5	-8
SENP7 inh	0	18	7	-7	2	6	4	.
SENP1 FRET inh	-1	1	3	1	2	1	2	2
PfGluPho inh	15	21	7	-12	8	12	-49	-20
SENP8 block-1	4	19	3	-4	-2	5	12	.
SENP6 inh	5	28	-7	16	-13	-6	19	.
Apaf1 inhib	10	-12	3	8	1	15	26	.
SENP8 block-2	4	1	-1	18	16	19	20	14

Some of the entries so far, with each value named:
18) Cc1cccc(/C(N)=N/OC(=O)CCc2ccccc2)c1
  HKDC1 inhibitor: -8
  SENP7 inh: 18
  SENP1 FRET inh: 1
  PfGluPho inh: 21
  SENP8 block-1: 19
  SENP6 inh: 28
  Apaf1 inhib: -12
  SENP8 block-2: 1
19) C=CCn1c(C)cc(C(=O)COc2nncc3ccccc23)c1C
  HKDC1 inhibitor: 1
  SENP7 inh: 7
  SENP1 FRET inh: 3
  PfGluPho inh: 7
  SENP8 block-1: 3
  SENP6 inh: -7
  Apaf1 inhib: 3
  SENP8 block-2: -1
20) Cc1cccc(NC(=O)CS(=O)CC(=O)Nc2cnc3ccccc3c2)c1C (stereo unspecified)
  HKDC1 inhibitor: -5
  SENP7 inh: -7
  SENP1 FRET inh: 1
  PfGluPho inh: -12
  SENP8 block-1: -4
  SENP6 inh: 16
  Apaf1 inhib: 8
  SENP8 block-2: 18
21) O=C(O)C/C=C(\NC(=O)OCc1ccccc1)C(=O)OCc1ccccc1
  HKDC1 inhibitor: -6
  SENP7 inh: 2
  SENP1 FRET inh: 2
  PfGluPho inh: 8
  SENP8 block-1: -2
  SENP6 inh: -13
  Apaf1 inhib: 1
  SENP8 block-2: 16

Additional structures.
(25) N#Cc1ccccc1COC(=O)CCC(=O)c1cccs1
(26) C=CCN1C(=O)c2ccccc2NC1c1ccc(Br)s1 (stereo unspecified)
(27) N=c1c2ccccc2nnn1-c1ccc(C(F)(F)F)cc1
(28) Cc1cc(SCc2ccc(C(F)(F)F)cc2)nc(=O)[nH]1
(29) CC(C)c1nnc(NC(=O)CSc2nnc(NC(=O)c3c(F)cccc3F)s2)s1
(30) CCN(C(=O)COC(=O)c1ccc2c(c1)OCO2)c1ccccc1
(31) CCOCCCn1c(=S)[nH]c2cc(C(=O)NCCc3ccc(OC)c(OC)c3)ccc2c1=O
(32) CC(C)(C)NC(=O)C(c1ccncc1)N(C(=O)Cn1nnc(-c2ccc(F)cc2)n1)c1ccccc1F (stereo unspecified)
compound no.	25	26	27	28	29	30	31	32
HKDC1 inhibitor	-3	1	-2	-7	-2	-2	9	-1
SENP7 inh	1	2	-1	-4	13	-13	-5	.
SENP1 FRET inh	3	0	1	-2	4	1	2	1
PfGluPho inh	6	2	19	-2	-25	-16	-36	-5
SENP8 block-1	-12	7	0	-2	7	-13	-3	.
SENP6 inh	-9	5	3	-9	7	-17	-8	.
Apaf1 inhib	-1	-5	-3	-10	3	17	5	.
SENP8 block-2	-9	-64	-6	6	-6	-8	8	10

(33) COC(=O)NC1CSCC1OC(=O)CN1C(=O)c2ccccc2C1=O (stereo unspecified)
(34) O=C(c1cccc([N+](=O)[O-])c1)N1CCOCC1
(35) Cc1nn(C(C)C(=O)NCCCc2ccccc2)c(=O)c2cc3occc3n12 (stereo unspecified)
(36) COC(=O)c1ccc(C)c(NC(=O)c2ccc(CN3CCc4ccccc4C3)cc2)c1
(37) Cc1cc(C)cc(NC(=O)CCn2ccnc2)c1
(38) C=CCN(C(=O)c1csnn1)C(C(=O)NC1CCCCC1)c1ccccc1 (stereo unspecified)
(39) COc1ccc(N2CCN(c3nc(Cl)nc(Nc4ccc(F)cc4)n3)CC2)cc1
(40) O=C(O)c1cc(-n2[nH]c(=O)c3ccccc3c2=O)ccc1Cl
compound no.	33	34	35	36	37	38	39	40
HKDC1 inhibitor	-4	-8	-2	-7	0	-7	-2	-2
SENP7 inh	3	-5	3	10	6	-6	-8	-3
SENP1 FRET inh	-1	1	-2	-1	4	1	2	-1
PfGluPho inh	8	1	-17	-2	13	-18	12	0
SENP8 block-1	-4	-12	-2	-7	6	-7	-2	3
SENP6 inh	9	-14	21	-9	-2	-11	-10	-7
Apaf1 inhib	-2	-4	1	16	1	4	25	-3
SENP8 block-2	15	11	2	18	9	10	17	-3

(41) Cc1onc(-c2ccccc2Cl)c1C(=O)Nc1ccccc1N1CCOCC1
(42) COc1ccc(-c2csc(NC(C)=O)n2)cc1OC
(43) CCCCC(CC)CNC(=O)C1C2C=CC(C2)C1C(=O)O (stereo unspecified)
(44) CC(OC(=O)c1ccc2c(=O)n3c(nc2c1)CCCCC3)C(=O)Nc1ncc(Cl)cc1Cl (stereo unspecified)
(45) CC[C@H](C)Cc1cn([C@@H](CCCCN)C(=O)NCCCCCCCCCCC(=O)N2CCNCC2)nn1
(46) O=C(O)CN(Cc1ccccc1)S(=O)(=O)c1ccc2c(c1)OCCO2
(47) CCCCN1CNC(=S)N(Cc2ccccc2)C1
(48) FC(F)(F)c1nnc(N2CCN(c3ccc(Cl)cc3)CC2)s1
compound no.	41	42	43	44	45	46	47	48
HKDC1 inhibitor	3	1	-5	-7	2	13	6	28
SENP7 inh	1	8	1	1	1	-2	-3	-1
SENP1 FRET inh	-1	1	1	0	0	3	3	-1
PfGluPho inh	3	2	0	-1	-1	-16	-16	-8
SENP8 block-1	2	-2	-3	-5	-9	-3	1	3
SENP6 inh	-12	13	-14	5	-12	-1	12	-13
Apaf1 inhib	5	2	-19	-4	46*	-2	-12	-14
SENP8 block-2	36	-2	12	-3	24	7	9	10

(49) CC(C)(C)NC(=O)NC(=O)COC(=O)C1c2ccccc2Oc2ccccc21
(50) Cc1cc(C)nc(SCC(=O)NC2=NN=C(c3ccc(Br)cc3)CS2)n1
(51) O=S(=O)(Nc1ccon1)c1cc(Cl)ccc1Cl
(52) CCn1c(SCCC(C)C)nnc1-c1c[nH]c2ccccc12
(53) COCCNC(=O)/C(C#N)=C/c1cccc(OCc2ccccc2)c1
(54) Cc1c(-c2ccccc2)oc2c(C(=O)N3CCN(c4ccccc4F)CC3)cccc2c1=O
(55) c1ccc(Cn2c(SCCN3CCOCC3)nnc2-c2cccnc2)cc1
(56) COC(=O)c1ccc(CSCC(=O)Nc2ccccc2)cc1
compound no.	49	50	51	52	53	54	55	56
HKDC1 inhibitor	-2	-19	-4	4	4	11	-6	-6
SENP7 inh	-14	3	-5	1	-2	2	3	-5
SENP1 FRET inh	-6	-2	1	1	-4	3	1	2
PfGluPho inh	-18	47	-5	-15	4	-3	-21	17
SENP8 block-1	-13	-10	2	14	-3	-3	-1	1
SENP6 inh	-16	8	-19	-22	-14	5	-16	-4
Apaf1 inhib	22	3	-1	19	10	17	-2	-7
SENP8 block-2	16	-7	0	6	-44	17	11	2

Laid out differently: two of the compounds above
cpd | mol | HKDC1 inhibitor | SENP7 inh | SENP1 FRET inh | PfGluPho inh | SENP8 block-1 | SENP6 inh | Apaf1 inhib | SENP8 block-2
52 | CCn1c(SCCC(C)C)nnc1-c1c[nH]c2ccccc12 | 4 | 1 | 1 | -15 | 14 | -22 | 19 | 6
55 | c1ccc(Cn2c(SCCN3CCOCC3)nnc2-c2cccnc2)cc1 | -6 | 3 | 1 | -21 | -1 | -16 | -2 | 11

Later entries:
(57) CCC(C)N(C(=O)CSc1ccc(NC(C)=O)cc1)C1CCS(=O)(=O)C1 (stereo unspecified)
(58) CCOc1ccc(NC(=O)Cn2nnc(-c3ccccc3F)n2)cc1
(59) O=C(O)c1cccc2c1Oc1ccccc1S2(=O)=O
(60) COCCN(C(=O)Nc1ccc(F)cc1F)c1nc2ccccc2s1
compound no.	57	58	59	60
HKDC1 inhibitor	-4	-8	10	0
SENP7 inh	3	10	.	4
SENP1 FRET inh	1	1	3	1
PfGluPho inh	-18	1	-19	-3
SENP8 block-1	-3	8	.	-6
SENP6 inh	5	-17	.	-3
Apaf1 inhib	-2	-8	.	-8
SENP8 block-2	14	20	9	19
